# PI4K2A block – qHTS for small molecular inhibitors of PI4K2A. activity change, negative = inhibition, % at 76.9 µM. 420,000 tested, 0.13% active. AID 1346378, 2018. purified PI4K2A, ADP-Glo luminescence, 1 h; hits give low values; in the data active means activity change below about -50%; inconclusive means mostly about -30% to -49%;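 further: -100% = wells without enzyme as full effect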
#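 In this quantitative HTS, ADP production by PI4K2A was quantified luminescently after 1 h at ambient temperature; 100 microM adenosine served as plate-quality control.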
# JMJD2A Tudor inh – qHTS Assay for Inhibitors of JMJD2A-Tudor Domain; Potency, µM (series often up to 114 µM), inactives show at the top dose activity change, negative = inhibition, usual class: inhibitors; 390,000 tested, 4.4% active; AID 504339, 2011; AlphaScreen JMJD2A-Tudor / H3K4me3 peptide binding; Lysine-specific demethylase 4A (Homo sapiens), O75164; further: potency means the concentration at half of the fitted maximal effect; on the % scale 0 is the no-effect control and ±100 the full control effect; nearly all actives have a fitted effect of over 50% in size
# HP1b chromo inh – HTS for Inhibitors of HP1-beta Chromodomain Interactions with Methylated Histone Tails | Chromobox protein homolog 1 (Homo sapiens), P83916 | AlphaScreen HP1-beta / biotin-H3K9me3 peptide binding | Potency, µM (series often up to 114 µM), inactives show at the highest dose activity change, negative = inhibition, most hits filed as inhibitors | 390,000 tested, 0.56% active; further: potency means the concentration at half of the fitted maximal effect; nearly all actives have a fitted effect of over 70% in size; inactives centre near 23
# Target sequence (P83916 whole entry, looked up): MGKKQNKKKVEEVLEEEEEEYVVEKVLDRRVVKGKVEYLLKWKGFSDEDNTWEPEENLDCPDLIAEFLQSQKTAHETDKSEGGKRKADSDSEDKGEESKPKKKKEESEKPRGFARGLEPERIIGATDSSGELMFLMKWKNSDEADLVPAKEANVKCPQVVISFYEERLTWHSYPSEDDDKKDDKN
#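 Compound inhibition of the preformed complex between 50 nM HP1-beta and 50 nM biotinylated H3K9me3 peptide was read by AlphaScreen. Buffer was PBS pH 7.4 with 0.01% Tween-20. Incubations ran 30 min at room temperature, with 10 ug/mL donor/acceptor beads.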
# GLS inh – qHTS for Inhibitors of Glutaminase (GLS); GLS enzymatic activity, qHTS titration; Glutaminase kidney isoform, mitochondrial (Homo sapiens), O94925; 410,000 tested, 0.21% active; Potency, µM (highest dose often 45.5 µM), for inactives: top-dose activity change, negative = inhibition, most hits filed as inhibitors; further: potency means the concentration at half of the fitted maximal effect; on the % scale 0 is the no-effect control and ±100 the full control effect
#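 Glutamate formation by hKGA was monitored fluorometrically using coupled glutamate oxidase, HRP and Amplex Red. Substrate was added as 1 mM L-glutamine solution; incubation was 30 min at RT after an initial read.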
# BAZ2B inh – qHTS Assay for Inhibitors of BAZ2B | AlphaScreen BAZ2B-H3K14Ac peptide displacement | Potency, µM (doses to about 114 µM), without a hit: top-dose activity change, negative = inhibition, actives largely listed as inhibitors | 360,000 tested, 4.4% active | Bromodomain adjacent to zinc finger domain protein 2B (Homo sapiens), Q9UIF8; further: potency means the concentration at half of the fitted maximal effect; on the % scale 0 is the no-effect control and ±100 the full control effect; nearly all actives have a fitted effect of over 60% in size
#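 AlphaScreen displacement of biotin-H3(5-23)K14Ac peptide (50 nM final) from BAZ2B (50 nM final) in PBS pH 7.4, 0.01% Tween-20; complex preformed 30 min RT, then compounds (top 110 uM) 30 min RT, beads 20 min dark.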
# Pin1 inh – qHTS Assay to Find Inhibitors of Pin1; Pin1 FP peptide displacement, HiFluor488, 10 min; Potency, µM (series often up to 115 µM), inactives show at the top dose activity, negative = inhibition, actives largely listed as inhibitors; 390,000 tested, 0.009% active; AID 504891, 2011; active means well fitted inhibition curve with a large enough effect in the polarisation, with a control signal flat, not every such curve was filed as active; inconclusive means small, poorly fitted or top-dose-only effect, or effect the other way, or a change in a side signal; inactive means no such curve, though single readings can be large or run the other way; the % refers to the polarisation; further: potency means the concentration at half of the fitted maximal effect; on the % scale 0 is the no-effect control and ±100 the full control effect
# Pol eta inh – qHTS for Inhibitors of Polymerase Eta | DNA polymerase eta (Homo sapiens), Q9Y253 | recombinant Pol eta, fluorescent DNA replication assay | Potency, µM (series often up to 114 µM), for inactives: at the highest dose activity change, negative = inhibition, actives largely listed as inhibitors | 390,000 tested, 1.2% active | AID 588591, 2011; further: potency means the concentration at half of the fitted maximal effect; on the % scale 0 is the no-effect control and ±100 the full control effect
# Target sequence (Q9Y253 whole entry, looked up): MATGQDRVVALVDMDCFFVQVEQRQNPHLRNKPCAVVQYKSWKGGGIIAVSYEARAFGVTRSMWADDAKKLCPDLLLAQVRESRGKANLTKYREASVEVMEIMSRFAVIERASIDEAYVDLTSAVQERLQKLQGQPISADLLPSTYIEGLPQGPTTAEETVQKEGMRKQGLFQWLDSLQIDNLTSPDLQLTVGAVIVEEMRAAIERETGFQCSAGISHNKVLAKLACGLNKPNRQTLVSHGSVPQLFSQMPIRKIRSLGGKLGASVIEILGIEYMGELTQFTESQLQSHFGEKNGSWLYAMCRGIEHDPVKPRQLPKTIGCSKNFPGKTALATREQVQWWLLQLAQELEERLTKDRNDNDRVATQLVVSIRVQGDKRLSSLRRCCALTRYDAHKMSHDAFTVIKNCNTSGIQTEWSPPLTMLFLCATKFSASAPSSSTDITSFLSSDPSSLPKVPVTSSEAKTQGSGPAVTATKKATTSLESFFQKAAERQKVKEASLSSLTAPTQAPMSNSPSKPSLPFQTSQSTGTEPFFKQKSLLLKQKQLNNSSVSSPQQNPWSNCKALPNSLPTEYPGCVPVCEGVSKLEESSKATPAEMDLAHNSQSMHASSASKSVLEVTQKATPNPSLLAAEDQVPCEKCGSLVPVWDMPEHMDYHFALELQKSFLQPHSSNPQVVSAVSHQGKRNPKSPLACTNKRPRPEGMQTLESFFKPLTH
#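 Pol eta (10 nM) was preincubated with compounds for 15 min at room temperature, after which fluorescent replication substrate (50 nM final) was added to start the reaction. Fluorescence was read kinetically at 0 and 10 min.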
# G9a inh – qHTS Assay for Inhibitors of Histone Lysine Methyltransferase G9a | Histone-lysine N-methyltransferase EHMT2 (Homo sapiens), Q96KQ7 | G9a H3K9 monomethylation, AlphaScreen, 2 h | Potency, µM (titrated, usually from 102 µM), inactives show top-dose activity, negative = inhibition, hits mostly inhibitors | 350,000 tested, 8.8% active | AID 504332, 2011; further: potency means the concentration at half of the fitted maximal effect; on the % scale 0 is the no-effect control and ±100 the full control effect; nearly all actives have a fitted effect of over 75% in size
#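 G9a (20 nM) was preincubated 15 min with compound, then reacted 2 h at room temperature with 500 nM biotin-H3K9 peptide and 20 µM SAM. Monomethyl-H3K9 detected by AlphaScreen using anti-H3K9me1 antibody.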
# Tb PGK inh – qHTS Assay to Find Inhibitors of Phosphoglycerate Kinase; PGK/GAPDH coupled, Kinase-Glo luminescence, 60 min; Potency, µM (highest dose often 57.5 µM), for the others: at the top dose activity change, negative = inhibition, hits mostly inhibitors; Phosphoglycerate kinase, glycosomal (Trypanosoma brucei brucei), P07378; 380,000 tested, 0.043% active; further: potency means the concentration at half of the fitted maximal effect; on the % scale 0 is the no-effect control and ±100 the full control effect; nearly all actives have a fitted effect of over 60% in size
#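 Recombinant glycosomal PGK reaction used 1,3-bisphosphoglycerate generated in-well by GAPDH (100nM final) in 100mM TEA pH 7.6, 5mM MgCl2, 0.01% Tween-20. After 60 minutes at room temperature, ATP was read by Kinase-Glo Plus luminescence end-point.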
# Active calls of the source: *; i = inactive; u = inconclusive; x = not tested or not shown; & = joins results of further samples; [ ] = remark or other dose. Unless noted, the call rests on the fitted dose curve; in most records, active means well fitted curve in the direction sought with a large enough effect; inconclusive means small, poorly fitted or top-dose-only effect, or another doubt; inactive means no such curve, though single readings can be large; an effect the other way counts as inactive or inconclusive. A portion of the library. The share of hits here may be higher or lower than overall.
cpd	SMILES	PI4K2A block	JMJD2A Tudor inh	HP1b chromo inh	GLS inh	BAZ2B inh	Pin1 inh	Pol eta inh	G9a inh	Tb PGK inh
1	CNS(=O)(=O)c1cc(OC)c(OC)cc1CC(=O)OC	1	-1%	30%	-10%	-3%	6%	2%	-3%	-4%
2	CCO[C@H]1OC(C(=O)NC2CC2)=C[C@@H](c2ccccc2)[C@@H]1CCCO	3	-12%	-5%	5%	0%	-6%	1%	2%[59 µM]	i
3	O=C(COc1ncnc2ccccc12)Nc1cc([N+](=O)[O-])ccc1Cl	0	-7%	-2%	0%	-3%	4%	-8%	-7%	0%
4	O=C(CCCNc1ccccc1)N/N=C/c1cccs1	-6	-23%	21%	8%	-1%	-13%	-12%	x	-1%
5	COC(=O)c1ccc(-c2nc(O)c(C)s2)cc1	-15	-29%	u	-15%	u	-11%	-4%	7.1µM*	-2%
6	COc1cc(/C=N/NC(=O)COc2ccccc2[N+](=O)[O-])ccc1OC(=O)c1ccco1	9	-35%	-6%	-21%	u	-8%	-19%	20%[59 µM]	-1%
7	Cc1ccc(-n2c(=O)[nH]cc(C(=O)Nc3ccc4c(c3)OCCO4)c2=O)cc1	-1	-3%	26%	3%	11%	-4%	-6%	x	6%
8	O=C1SC(SCc2ccccc2)=N/C1=C\c1ccc(C(=O)O)cc1	-5	u	-11%	-23%	u	x	1%	x	-6%
9	O=C(Nc1cccc(F)c1)c1cccnc1NCCc1ccccc1	5	67%[activator]	129%[activator]	4%	70%[activator]	0%	-17%	166%[activator]	-5%
10	CC(C)OCCCNC(=O)c1ccc(CN2CCc3ccccc3C2)cc1	3	3%	39%	4%	4%	1%	-9%	x	4%
11	Cc1ccccc1/C=C/c1nc2ccccc2c(=O)[nH]1	-4	u	41%[activator]	-3%	-18%	118%[activator]	u	-10%	-2%
12	COc1cc(-c2ccc(NC(C)=O)c(OC)c2)ccc1NC(C)=O	-2	3%	55%[activator]	-2%	-10%	7%	-20%	33%	6%
13	Cc1cccc(-c2n[nH]c(=S)n2C)c1	0	4.5µM*	u	-28%	-2%	0%	10%	28µM*	-2%
14	COCCn1nnnc1C(c1cc2ccc(OC)cc2[nH]c1=O)N1CCN(C2CCCCC2)CC1 (centres undefined)	9	-15%	5%	13%	-26%	0%	-8%	8%[59 µM]	i
15	Cc1ccccc1-c1cc(C(=O)O)n(CC2CC(c3cccnc3)=NO2)n1 (centres undefined)	-2	-6%	27%	-1%	1%	5%	-6%	-5%[0.501 µM]	i
16	O=C(COC(=O)c1ccc(Br)o1)Nc1ccc(Br)cc1	6	10%	34%	-4%	27%	4%	-12%	-29%[59 µM]	-5%
17	COCCOC(=O)c1nccnc1C(=O)Nc1ccc(S(=O)(=O)N2CCOCC2)cc1	-9	-7%	44%[activator]	4%	-3%	4%	-6%	1%	-12%
18	CC(C)(C)c1ccc(C(CC(=O)O)NC(=O)C23CC4CC(CC(C4)C2)C3)cc1 (centres undefined)	-10	-19%	-3%	-15%	-6%	-4%	-9%	-17%[2.33 µM]	x
19	O=C(NC1CCCc2c1cnn2-c1cc(F)cc(F)c1)c1ccc[n+]([O-])c1 (centres undefined)	7	-7%	20%	0%	-11%	0%	-17%	12%	-3%
20	CN(C)CCNC(=O)C1CCN(Cc2cc3ccccc3n2Cc2ccccc2)CC1	1	-33%	-4%	2%	u	-2%	-14%	-3%[59 µM]	5%
21	Cc1cc(C)nc(-n2ncc3c2CCCC3=O)n1	2	-1%	31%	-5%	-14%	2%	-15%	u	x
22	COc1ccc(S(=O)(=O)Nc2ccccc2C(=O)N2CCCCC2)cc1C	4	-14%	35%	1%	-4%	-10%	-17%	x	-8%
23	COc1ccc(OC)c(C(=O)c2c(N)c(-c3nc(-c4ccc(C)c(C)c4)cs3)c3ccccn23)c1	-3	-16%	30%	4%	-1%	-4%	x	-2%[59 µM]	x
24	C/C(=N\NS(=O)(=O)c1ccccc1)c1cc(Cl)cc(Cl)c1O	-10	-30%	5%	31%	u	0%	-13%	45µM*	-16%

# Laid out differently: entries from further up.
# Under each structure: PI4K2A block | JMJD2A Tudor inh | HP1b chromo inh | GLS inh | BAZ2B inh | Pin1 inh | Pol eta inh | G9a inh | Tb PGK inh
17. COCCOC(=O)c1nccnc1C(=O)Nc1ccc(S(=O)(=O)N2CCOCC2)cc1
 : -9 | -7% | 44%[activator] | 4% | -3% | 4% | -6% | 1% | -12%
23. COc1ccc(OC)c(C(=O)c2c(N)c(-c3nc(-c4ccc(C)c(C)c4)cs3)c3ccccn23)c1
 : -3 | -16% | 30% | 4% | -1% | -4% | x | -2%[59 µM] | x
20. CN(C)CCNC(=O)C1CCN(Cc2cc3ccccc3n2Cc2ccccc2)CC1
 : 1 | -33% | -4% | 2% | u | -2% | -14% | -3%[59 µM] | 5%

# Back to the main list, repeating the two entries before the break.
cpd	SMILES	PI4K2A block	JMJD2A Tudor inh	HP1b chromo inh	GLS inh	BAZ2B inh	Pin1 inh	Pol eta inh	G9a inh	Tb PGK inh
23	COc1ccc(OC)c(C(=O)c2c(N)c(-c3nc(-c4ccc(C)c(C)c4)cs3)c3ccccn23)c1	-3	-16%	30%	4%	-1%	-4%	x	-2%[59 µM]	x
24	C/C(=N\NS(=O)(=O)c1ccccc1)c1cc(Cl)cc(Cl)c1O	-10	-30%	5%	31%	u	0%	-13%	45µM*	-16%
25	Cc1ccc(NS(=O)(=O)c2cccc(C(=O)NCC(c3ccco3)N3CCCC3)c2)cc1 (centres undefined)	0	-19%	16%	13%	-3%	0%	-4%	-3%[59 µM]	8%
26	CC(C)OCc1ccc(C(=O)N2CCN(CC(=O)N3CCCC3)CC2)cc1	2	0%	27%	-5%	x	8%	-14%	x	-2%
27	CC(C)(C)N1C(=O)c2ccc(C(=O)Nc3cc(C(=O)O)cc(C(=O)O)c3)cc2C1=O	-2	2%	21%	1%	-6%	2%	-5%	10%[0.501 µM]	3%
28	C[C@]12C=CC(=O)C=C1CC[C@H]1[C@@H]3C[C@@H](O)[C@](O)(C(=O)CO)[C@@]3(C)C[C@H](O)[C@@]12F	3&5&0	-22%	12%	6%	8%	-5%	-2%[57.1 µM]	u	i
29	COc1ccc(C(=O)Oc2ccc3c(c2)OCO3)cc1OC	0	-5%	55%[activator]	-11%	7%	6%	-5%	-5%	-17%
30	O=C(CCn1c(=S)[nH]c2ccccc2c1=O)NCCCN1CCOCC1	7	u	22%	-5%	0%	1%	1%	x	1%
31	COc1ccc(CCNC(=O)C2CCN(C(=O)c3ccc(OC)c(OC)c3)CC2)cc1	3	2%	21%	-5%	5%	-11%	-6%	1%	i
32	COc1ccc(-c2onc(C)c2C)cc1S(=O)(=O)N1CCN(c2ccc(Cl)cc2)CC1	-1	-25%	1%	0%	-2%	-10%	-5%	4%[59 µM]	-5%

# The last 2 compounds of the part before come first, to join the parts:
cpd	SMILES	PI4K2A block	JMJD2A Tudor inh	HP1b chromo inh	GLS inh	BAZ2B inh	Pin1 inh	Pol eta inh	G9a inh	Tb PGK inh
31	COc1ccc(CCNC(=O)C2CCN(C(=O)c3ccc(OC)c(OC)c3)CC2)cc1	3	2%	21%	-5%	5%	-11%	-6%	1%	i
32	COc1ccc(-c2onc(C)c2C)cc1S(=O)(=O)N1CCN(c2ccc(Cl)cc2)CC1	-1	-25%	1%	0%	-2%	-10%	-5%	4%[59 µM]	-5%
33	O=C(Nc1ccc(O)c(-c2nc3ccccc3o2)c1)c1cccs1	-8	-5%	51%[activator]	-11%	-14%	15%	-17%	6%[59 µM]	-8%
34	Cn1c(=O)c2c(-c3ccc(C(C)(C)C)cc3)n(CC3CCCO3)cc2n(C)c1=O (centres undefined)	-4	-10%	19%	0%	-5%	0%	-2%	x	-5%
35	CCOC(=O)c1ccc2[nH]c(C)c(CN3CCN(C)CC3)c(=O)c2c1	-10	-18%	11%	4%	x	-8%	6%	x	-1%
36	O=C(N/N=C/C(Br)=C/c1ccccc1)C1CC1	2	-8%	37%	-2%	-28%	5%	-20%	u	-4%
37	O=C(N1CCOCC1)C(F)(F)C(F)(F)C(F)(F)C(F)(F)C(=O)N1CCOCC1	-7	-9%	31%	-26%	x	7%	-20%	u	-1%

# Screening data as filed in PubChem BioAssay.
